LANA DNA inh: blocks KSHV LANA C-terminal domain binding to DNA; MBP-C-LANA/FAM-LBS DNA binding, fluorescence polarization; inhibition, % at 9 µM; 0.078% of 340,000 active;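 active means highest replicate inhibition at or above 60% at 9 µM, even if other replicates fall short; inactive means all replicates below 60% inhibition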;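 further: 0% = neutral control wells and 100% = 4 µM acridine orange control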
NSD2 inh: inhibitors of human histone methyltransferase NSD2; O96028; NSD2 peptide methylation, AlphaScreen, 120 min; inhibition, % at 12.5 µM; 0.54% of 310,000 active; AID 743445; in the data active means inhibition above about 50%
RTF Ca sens inh: cardiac RTF calcium desensitization; P19429+P45379; IANBD-labeled cardiac RTF, Ca2+ fluorescence; inhibition, % at 7.15 µM; 0.12% of 340,000 active;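 active means inhibition above the mean inhibition of all tested compounds plus 3 SD, cut at about 17% in these data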;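 further: assay run at fixed EC70 calcium of 1.6 mM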
PfHsp90 set2: inhibits growth of yeast expressing Plasmodium falciparum Hsp90 | S. cerevisiae expressing PfHsp90, BacTiter-Glo ATP, 48 h; yeast lacking PDR1 and PDR3 efflux regulators | inhibition, % at 9.4 µM | 0.32% of 310,000 active;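 active means every replicate shows inhibition above about 80%, whatever the replicate mean, limit read from the data; inconclusive means mean inhibition reaches the set limit but some replicate falls short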;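 further: 0% = DMSO neutral controls and 100% = 20 µM radicicol positive controls; yeast relying on Plasmodium falciparum Hsp90 in place of its own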
Keap1-Nrf2 PPI: inhibitors of human Keap1-Nrf2 protein-protein interaction. Q14145. Keap1 Kelch-Nrf2 peptide fluorescence polarization, 1536-well. inhibition, % at 9.4 µM. 0.15% of 340,000 active. AID 504523; in the data active means inhibition above about 12%; inconclusive means no clear call, values can overlap the other calls; inactive means below about 7.3%;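 further: human Keap1 Kelch domain with fluorescein labeled Nrf2 9mer peptide probe; 0% = neutral control wells and 100% = peptide positive control; higher means more block of Keap1 binding to Nrf2 peptide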
Rtt109 HAT inh: inhibitors of Candida albicans Rtt109/Vps75 histone acetyltransferase. Q5AAJ8. purified Rtt109/Vps75, ThioGlo CoA-SH fluorescence, 4 h. inhibition, % at 34.9 µM. 0.16% of 330,000 active. AID 540336;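 active means inhibition of at least 50% in every replicate; inconclusive means best replicate reaches 50% inhibition but some replicates fall short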
PvdQ acylase: P. aeruginosa PvdQ acylase inhibition | purified PvdQ acylase, fluorescence plate reader | inhibition, % at 10 µM | 0.063% of 340,000 active | AID 488965; in the data active means inhibition above about 30%, passing the limit was not always enough; inconclusive means no clear call, values can overlap the other calls;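 further: 0% = vehicle neutral wells and 100% = reference inhibitor wells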
CDK5 inh: inhibitors of human CDK5/p35 kinase | 0.01% of 330,000 active | Q00535+Q15078 | AID 488839 | Recombinant CDK5/p35, ADP-Glo luminescence, 60 min | inhibition, % at 10 µM;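 active means highest replicate inhibition of at least 50% and at least 75% of replicates reaching 50%; inconclusive means only one of the two criteria met; inactive means both criteria failed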;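 further: plate controls were DMSO neutral control for no effect and GW8510 at 10 µM for full effect; many of its hits are not listed in these tables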
Target sequence (Q00535 whole entry, looked up): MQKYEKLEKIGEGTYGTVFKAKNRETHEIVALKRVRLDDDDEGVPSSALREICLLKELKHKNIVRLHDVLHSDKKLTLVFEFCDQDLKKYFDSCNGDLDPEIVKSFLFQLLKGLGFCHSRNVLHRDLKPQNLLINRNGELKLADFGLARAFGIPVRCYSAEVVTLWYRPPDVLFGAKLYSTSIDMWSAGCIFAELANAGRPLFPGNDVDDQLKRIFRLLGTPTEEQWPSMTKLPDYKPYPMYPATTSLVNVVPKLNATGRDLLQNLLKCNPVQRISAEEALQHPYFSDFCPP
Target sequence (Q15078 whole entry, looked up): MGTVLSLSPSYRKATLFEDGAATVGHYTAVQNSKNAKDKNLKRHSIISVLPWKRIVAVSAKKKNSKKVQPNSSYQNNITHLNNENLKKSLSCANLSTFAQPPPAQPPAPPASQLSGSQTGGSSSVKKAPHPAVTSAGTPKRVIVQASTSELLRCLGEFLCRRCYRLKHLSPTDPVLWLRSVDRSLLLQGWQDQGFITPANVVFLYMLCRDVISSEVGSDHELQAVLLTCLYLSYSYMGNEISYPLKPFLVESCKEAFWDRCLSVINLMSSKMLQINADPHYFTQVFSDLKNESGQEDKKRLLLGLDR
cardiac RTF act: cardiac RTF calcium sensitization; activation, % at 7.2 µM; IANBD-labeled TnC RTF fluorescence at EC20 calcium; 0% EC20 calcium, 100% full calcium; P19429+P45379; AID 493008; 0.24% of 340,000 active;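 active means activation above the mean over all tested compounds plus 3 SD, cut at about 30% in these data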;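 further: rise in fluorescence read as greater calcium sensitivity of cardiac thin filaments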
Mot1-301 SUMO: SUMOylation pathway inhibition by Mot1-301 growth rescue; S. cerevisiae Mot1-301 growth rescue, ATP luminescence, 38.5C; percent above DMSO median, 100 means doubled; 1% of 320,000 active; growth rescue, % at 18.8 µM;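 active means every valid replicate shows activation above 250% relative to neutral control wells; inactive means the rest, any valid replicate at or below 250%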;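 further: OY570 slx delta 5 strain wells were the positive control but not used for scaling; some compounds called inactive have numbers as strong as hits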
dFosB act: mouse delta FosB homodimer activation; AID 493131; 0.99% of 340,000 active; activation, % at 25 µM; purified delta FosB, TAMRA-CDK5 oligo fluorescence polarization; percent of positive-control signal above neutral wells; P13346;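 active means mean activation above about 17%, with every replicate also reaching it, limit read from the data, passing the limit was not always enough; inconclusive means only one of the two conditions met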;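 further: fluorescence polarization rise as delta FosB binds a TAMRA Cdk5 AP-1 oligo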
An asterisk follows results filed as active; ? = inconclusive; . = no result given; & = joins results of further samples.

SMILES | LANA DNA inh | NSD2 inh | RTF Ca sens inh | PfHsp90 set2 | Keap1-Nrf2 PPI | Rtt109 HAT inh | PvdQ acylase | CDK5 inh | cardiac RTF act | Mot1-301 SUMO | dFosB act
COc1ccc(C2CNC(=O)C2)cc1OC1CCCC1 (centres undefined) | 4.0 | . | 4 | -11 | -2 | 1 | -5 | -0.3 | -2 | -11 | -1
C=CC[n+]1ccc(/C=C2\C=Cc3cc(C)ccc3N2CC)c2ccccc21 | -18 | . | 9 | 44 | -3 | 22 | 2 | 5.9 | -2 | . | 10
COc1ccccc1N1CCN(CCCN=C2CC(=O)N(C)C(=O)N2C)CC1 | 0.7 | . | 8 | -6 | -2 | 3 | -9 | 1.0 | 6 | . | 1
CCOC(=O)[C@H](CCc1ccccc1)N[C@@H](C)C(=O)N1Cc2ccccc2C[C@H]1C(=O)O | -0.3 | . | -5 | 3 | -3 | 3 | -8 | -0.9 | -4 | 0 | 0
C/C=C/C(=O)N(CC)c1ccccc1C | 1.1 | . | 5 | -12 | -3 | 4 | -7 | -0.6 | 6 | . | 1
COc1ccc(-c2cc(=O)c3c(O)cc(O[C@@H]4O[C@H](CO[C@@H]5O[C@@H](C)[C@H](O)[C@@H](O)[C@H]5O)[C@@H](O)[C@H](O)[C@H]4O)cc3o2)cc1O | -1.8 | . | 3 | -1 | -5 | -4 | -7 | -1.5 | 2 | -7 | 75*
O=C(O)CCC(=O)c1ccc(-c2ccccc2)cc1 | 2.6 | . | 1 | -2 | -2 | 9 | 13 | -0.6 | 5 | 483&-6 | -1
CN(C)CCC[C@]1(c2ccc(F)cc2)OCc2cc(C#N)ccc21 | 1.5 | . | -3 | 3 | -5 | 0 | -15 | -0.9 | 2 | -3 | -5
CCCCNc1ccc(C(=O)OCCN(C)C)cc1 | 1.5 | . | -11 | -3 | 2 | 3 | 6 | 0.7 | 2 | -6&-10 | 2
CCC(NC(C)C)C(O)c1ccc(O)c2[nH]c(=O)ccc12 (centres undefined) | 2.2 | . | 10 | 8 | -3 | -16 | 3 | 0.5 | 2 | 214 | 1
Cc1cccc2c1NC(=O)C2(c1ccc(O)cc1)c1ccc(O)cc1 | 6.3 | 6 | -3 | 5 | 0 | 8 | -2 | 0.4 | 0 | 33 | -5
CC(C)=CCOc1c2ccoc2cc2oc(=O)ccc12 | -1.8 | . | 7 | -20 | -3 | -5 | -5 | -4.4 | 5 | 15 | -2
CC1Cc2ccccc2N1NC(=O)c1ccc(Cl)c(S(N)(=O)=O)c1 (centres undefined) | 2.7 | . | -10 | 18 | -2 | -3 | 3 | 1.4 | -4 | 6 | 2
Cc1cncn1CCc1nc2c3ccccc3nc(SCC(=O)Nc3cccc(Cl)c3)n2n1 | -0.7 | -1 | -7 | 13 | -6 | 12 | -13 | . | 3 | -5 | -6
N[C@@H](Cc1c[nH]c2ccc(O)cc12)C(=O)O | 0.0 | . | -2 | -7 | 1 | -5 | 4 | 1.3 | 0 | 13 | 1
CN1CCCN=C1COC(=O)C(O)(c1ccccc1)C1CCCCC1 (centres undefined) | -0.1 | . | -2 | 27 | -2 | -1 | -10 | 1.5 | 3 | 274 | -1
COc1ccc(-c2cc(=O)c3c(O)cc(OC4OC(COC5OC(C)C(O)C(O)C5O)C(O)C(O)C4O)cc3o2)cc1O (centres undefined) | 0.5 | . | 3 | 5 | -1 | 3 | -12 | -0.1 | 1 | 2 | ?
C/C=C(/C)C(=O)OC(C)(C)[C@@H]1Cc2c(ccc3ccc(=O)oc23)O1 | 1.8 | . | 2 | -12 | 3 | -5 | 1 | -0.3 | -6 | -3 | 6
COc1cc(-c2oc3cc(O)cc(O)c3c(=O)c2O[C@@H]2O[C@H](COC3O[C@@H](C)[C@H](O)[C@@H](O)[C@H]3O)[C@@H](O)[C@H](O)[C@H]2O)ccc1O (some centres undefined) | -1.8 | . | -7 | 43 | 3 | 7 | 4 | -0.5 | 0 | 8 | -1

A second format for 3 compounds above.
mol	LANA DNA inh	NSD2 inh	RTF Ca sens inh	PfHsp90 set2	Keap1-Nrf2 PPI	Rtt109 HAT inh	PvdQ acylase	CDK5 inh	cardiac RTF act	Mot1-301 SUMO	dFosB act
COc1ccc(-c2cc(=O)c3c(O)cc(OC4OC(COC5OC(C)C(O)C(O)C5O)C(O)C(O)C4O)cc3o2)cc1O (centres undefined)	0.5	.	3	5	-1	3	-12	-0.1	1	2	?
COc1cc(-c2oc3cc(O)cc(O)c3c(=O)c2O[C@@H]2O[C@H](COC3O[C@@H](C)[C@H](O)[C@@H](O)[C@H]3O)[C@@H](O)[C@H](O)[C@H]2O)ccc1O (some centres undefined)	-1.8	.	-7	43	3	7	4	-0.5	0	8	-1
CN1CCCN=C1COC(=O)C(O)(c1ccccc1)C1CCCCC1 (centres undefined)	-0.1	.	-2	27	-2	-1	-10	1.5	3	274	-1

Rewritten tab-delimited: part of the list above
smiles	LANA DNA inh	NSD2 inh	RTF Ca sens inh	PfHsp90 set2	Keap1-Nrf2 PPI	Rtt109 HAT inh	PvdQ acylase	CDK5 inh	cardiac RTF act	Mot1-301 SUMO	dFosB act
C=CC[n+]1ccc(/C=C2\C=Cc3cc(C)ccc3N2CC)c2ccccc21	-18	.	9	44	-3	22	2	5.9	-2	.	10
COc1ccccc1N1CCN(CCCN=C2CC(=O)N(C)C(=O)N2C)CC1	0.7	.	8	-6	-2	3	-9	1.0	6	.	1

Bioassay records: PubChem BioAssay, several laboratories

Some of the compounds tested; count on the stated rates, not on these rows.
